CAL PDZ FP-1: human CAL PDZ-peptide interaction inhibition; Q9HD26; purified CAL PDZ, TMR-peptide fluorescence polarization, 1 h; inhibition, % at 20 µM; hit rate 0.02% among 330,000; AID 504414;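 active = highest replicate inhibition of at least 40%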;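 note: plate controls were DMSO neutral control wells for no effect and unlabeled competitor peptide control wells for full effect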
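Test system: tagged CAL PDZ domain / Buffer or medium: sodium phosphate/NaCl buffer pH 7.4 with TCEP, IgG, Thesit / Reagent: TMR-labelled reporter peptide T*-PRC34 bound in PDZ groove / Compound dosing: single point, 20 µM / Schedule: 1 h incubation at room temperature before polarization reading / Technique: fluorescence polarization (mP) / Benchmarks: unlabelled peptide, DMSO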
Tat export inh: inhibitors of E. coli Tat protein transport; E. coli MC4100 TorA-mCherry Tat export, fluorescence; inhibition, % at 10 µM; hit rate 0.036% among 340,000; AID 488895;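 active = mean replicate inhibition at least 50% and at least half of replicates individually reaching 50%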;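 note: exported cargo escapes ClpAP degradation while cytoplasmic cargo is degraded and loses fluorescence; 0% = median of neutral control wells and 100% = median of NaSCN control wells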
dFosB act: mouse delta FosB homodimer activation; P13346; purified delta FosB, TAMRA-CDK5 oligo fluorescence polarization; percent of positive-control signal above neutral wells; activation, % at 25 µM; hit rate 0.99% among 340,000;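 active = mean activation above about 17%, with every replicate also reaching it, limit read from the data, passing the limit was not always enough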;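 note: fluorescence polarization rise as delta FosB binds a TAMRA Cdk5 AP-1 oligo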
Target sequence (P13346 whole entry, looked up): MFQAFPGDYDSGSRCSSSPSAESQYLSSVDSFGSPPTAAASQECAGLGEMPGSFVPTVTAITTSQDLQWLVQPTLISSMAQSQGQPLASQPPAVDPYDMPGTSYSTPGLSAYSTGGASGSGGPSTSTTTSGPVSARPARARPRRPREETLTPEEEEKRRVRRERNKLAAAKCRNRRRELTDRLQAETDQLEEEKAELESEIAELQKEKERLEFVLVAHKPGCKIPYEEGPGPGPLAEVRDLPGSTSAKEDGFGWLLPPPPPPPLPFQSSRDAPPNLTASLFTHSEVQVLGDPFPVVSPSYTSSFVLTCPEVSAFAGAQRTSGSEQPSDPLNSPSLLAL
Wnt bcat act: activators of Wnt/beta-catenin signaling. activation, % at 9.35 µM. hit rate 1.2% among 300,000. Wnt/beta-catenin reporter cell assay, activator, plate reader. AID 743398; in the data active = activation above about 30%, passing the limit was not always enough;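 note: 0% = neutral control wells and 100% = positive control wells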
Rtt109 HAT inh: inhibitors of Candida albicans Rtt109/Vps75 histone acetyltransferase | Q5AAJ8 | purified Rtt109/Vps75, ThioGlo CoA-SH fluorescence, 4 h | inhibition, % at 34.9 µM | hit rate 0.16% among 330,000;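 active = inhibition of at least 50% in every replicate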
Target sequence (Q5AAJ8 whole entry, looked up): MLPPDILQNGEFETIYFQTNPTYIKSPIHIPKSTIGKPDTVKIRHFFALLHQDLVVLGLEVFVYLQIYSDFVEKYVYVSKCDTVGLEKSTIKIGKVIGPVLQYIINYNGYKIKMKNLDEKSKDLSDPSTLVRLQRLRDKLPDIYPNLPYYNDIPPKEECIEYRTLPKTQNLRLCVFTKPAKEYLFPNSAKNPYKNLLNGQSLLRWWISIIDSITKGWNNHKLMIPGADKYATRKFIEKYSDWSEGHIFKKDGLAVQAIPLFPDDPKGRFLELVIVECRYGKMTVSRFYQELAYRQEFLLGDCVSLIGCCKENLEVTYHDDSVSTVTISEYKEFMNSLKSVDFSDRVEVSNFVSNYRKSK
CDK5 inh: inhibitors of human CDK5/p35 kinase. Q00535+Q15078. Recombinant CDK5/p35, ADP-Glo luminescence, 60 min. inhibition, % at 10 µM. hit rate 0.01% among 330,000;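 active = highest replicate inhibition of at least 50% and at least 75% of replicates reaching 50%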;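 note: plate controls were DMSO neutral control for no effect and GW8510 at 10 µM for full effect; many of its hits are not listed in these tables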
MITF TRPM1 HTS: activators of MITF-driven TRPM1 promoter activity in SK-MEL-5 cells; SK-MEL-5 TRPM1-promoter luciferase, 24 h; % of positive control, neutral wells = 0; activation, % at 12.5 µM; hit rate 0.75% among 300,000; AID 588334;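 active = mean activation of at least 80% with every replicate also reaching 80%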;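 note: 0% = neutral control wells and 100% = parthenolide positive control wells; values of inactives mirror those of a sister screen read the other way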
RTF Ca sens act: cardiac RTF calcium sensitization; P19429+P45379; IANBD-labeled TnC RTF fluorescence at EC20 calcium; 0% EC20 calcium, 100% full calcium; hit rate 0.24% among 340,000; activation, % at 7.2 µM;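 active = activation above the mean over all tested compounds plus 3 SD, cut at about 30% in these data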;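 note: rise in fluorescence read as greater calcium sensitivity of cardiac thin filaments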
V-ATPase pHluor: yeast V-ATPase proton transport regulation by pHLuorin | S. cerevisiae, pHLuorin cytosolic pH fluorescence | response, % at 10 µM | hit rate 0.37% among 350,000; in the data active = response mostly above about 7.3%, no sharp cut-off; inactive = mostly below about 5.4%; note: actives read high; inactives centre near 0; some compounds called inactive have numbers as strong as hits
CAL PDZ FP-2: blocks peptide binding to the human CAL PDZ domain | Q9HD26 | purified CAL PDZ, TMR-peptide fluorescence polarization, 1 h | inhibition, % at 24.9 µM | hit rate 0.92% among 300,000 | AID 602252;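 active = mean inhibition of at least 30% with at least half of replicates also reaching 30%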;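 note: 0% = DMSO neutral control and 100% = excess unlabeled competitor peptide PRC23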
Starred values were filed as active, the others as inactive; i = inactive; / = no result given.

SMILES	CAL PDZ FP-1	Tat export inh	dFosB act	Wnt bcat act	Rtt109 HAT inh	CDK5 inh	MITF TRPM1 HTS	RTF Ca sens act	V-ATPase pHluor	CAL PDZ FP-2
CC(C)N1CCC2(CC1)NC(CO)(CO)CO2	-1.4	-6	2	11	2	-1.1	/	1	-2	1
COc1cccc(-n2c(C)nc3ccccc3c2=O)c1	-1.0	-3	-8	-3	7	0.3	-1	7	1	-5
N/C(=N\[N+](=O)[O-])N/N=C/c1ccc(O)cc1	-2.2	0	-2	1	4	1.3	-5	2	0	/
NP(=O)(Oc1ccccc1)Oc1ccccc1	-0.4	-2	0	-3	26	-0.6	1	2	-3	-1
COC(=O)C1=C(c2cc3ccccc3s2)C[C@@H]2CC[C@H]1N2C(=O)N1CCC(C)CC1	-1.0	15	-6	0	8	-0.5	-2	0	-5	/
CCOc1ccc(NC2=NCCCS2)cc1	-1.2	-15	-1	-1	0	-2.7	10	-5	-2	4
CCOC(=O)C1(CCc2ccccc2)CCN(C(C)CSC)CC1 (centres undefined)	-1.4	-5	-10	0	0	0.4	/	4	-3	-4
CCOc1ccc(Cl)cc1CNCCc1ccc(F)cc1	-2.6	-7	-7	2	0	-0.1	-11	2	-1	-2
Cn1c(O)c(C=Nc2ccccc2-c2ccccc2)c(=O)n(C)c1=O	-0.5	0	-8	-1	-5	-0.4	4	0	9	-2
Cc1nn(C)c(C)c1/C=C1/CC2C3CC=C4CC(O)CCC4(C)C3CCC2(C)C1=O (centres undefined)	-0.5	7	-17	-5	-7	0.6	-3	-4	5	-2
O=C(Cc1ccccc1)OCn1nnc2ccccc2c1=O	-1.1	3	1	-2	-10	1.6	-6	0	-3	2
CCCc1nnc(NC(=O)CCC(=O)N2CCN(CCOC(c3ccccc3)c3ccccc3)CC2)s1	-0.3	10	-20	/	8	0.1	8	6	3	-19
CN1CCN(c2cc(N3CCNCC3)ccc2[N+](=O)[O-])CC1	-0.2	-6	12	/	26	-0.3	23	1	0	-1
CN1CCN(/N=C/c2c(O)n(Cc3ccc(F)cc3)c(=O)[nH]c2=O)CC1	-0.6	1	-3	0	12	0.7	-3	-5	2	-4
OCCN1C2CCC1CC(O)(c1ccc(F)cc1)C2 (centres undefined)	/	-2	-4	1	7	2.4	7	-3	0	-5

Reformatted with values under each structure: part of the list above
Under each structure – CAL PDZ FP-1 | Tat export inh | dFosB act | Wnt bcat act | Rtt109 HAT inh | CDK5 inh | MITF TRPM1 HTS | RTF Ca sens act | V-ATPase pHluor | CAL PDZ FP-2
- N/C(=N\[N+](=O)[O-])N/N=C/c1ccc(O)cc1
  -2.2 | 0 | -2 | 1 | 4 | 1.3 | -5 | 2 | 0 | /
- NP(=O)(Oc1ccccc1)Oc1ccccc1
  -0.4 | -2 | 0 | -3 | 26 | -0.6 | 1 | 2 | -3 | -1

(listing goes on)
SMILES	CAL PDZ FP-1	Tat export inh	dFosB act	Wnt bcat act	Rtt109 HAT inh	CDK5 inh	MITF TRPM1 HTS	RTF Ca sens act	V-ATPase pHluor	CAL PDZ FP-2
O=c1[nH]c2ccccc2o1	1.8	-6	3	-1	-2	0.9	9	0	0	1
COc1cc(OC)c(OC)cc1CNCCc1ccc(F)cc1	1.7	6	3	3	3	0.2	3	-5	1	0
O=C(O)CCn1cc(C=C2C(=O)NC(=O)NC2=O)c(-c2cc3ccccc3oc2=O)n1	-1.5	-6	-5	0	4	-1.9	5	7	-3	-3
Cc1cc(N=Nc2ccccc2C)ccc1N	-0.6	5	-6	55*	/	0.8	35	8	-2	-3
CCCNC(=O)c1c(N)n(Cc2ccc3c(c2)OCO3)c2nc3ccccc3nc12	-1.4	-3	-4	/	-3	-0.3	1	-2	-1	-16
C=CCN1C(=O)NC(=O)/C(=C/c2ccc(OC)c(COc3ccc(NC(C)=O)cc3)c2)C1=O	-0.9	0	-1	0	6	0.0	/	7	-3	-2
CCCC/C(=N\O)c1c[nH]c2ccccc12	0.2	-1	4	/	5	13	-15	8	-1	10
O=C(CCNC(=O)N1C[C@H]2C[C@@H](C1)c1cccc(=O)n1C2)Nc1cccc(Cl)c1	0.0	7	2	-2	-17	0.4	-1	3	1	7
CCc1ccc(OCC(=O)N2CCN(Cc3ccc4c(c3)OCO4)CC2)cc1	0.0	-2	-10	-3	-1	1.3	-1	6	3	-2
CCOc1ccccc1-n1c(O)c(C=NCCCn2ccnc2)c(=O)[nH]c1=O	0.0	-2	-2	0	-8	2.3	4	-2	-2	-1
S=P(N1CCCCCC1)(N1CC1)N1CC1	-0.6	-3	-7	-3	3	-1.2	-9	-5	-3	-5
COc1ccccc1-n1c(Cc2ccccc2)nc2ccccc2c1=O	-0.9	-1	3	0	1	0.1	-3	-2	1	/
Cn1c(O)c(C=NCc2ccco2)c(=O)n(C)c1=O	0.3	4	-1	/	-7	3.8	4	0	-1	-5
CC(NCc1ccc(Cl)cc1Cl)C(O)c1ccccc1 (centres undefined)	-3.2	4	0	6	/	9.5	38	11	0	-1
O=c1[nH]c(=O)n(-c2cccc(Cl)c2)c(O)c1/C=N/c1ccccn1	0.6	-6	5	/	-7	-0.6	-7	-7	-1	/
Cc1ccc(NC(=O)N2CC2)cc1NC(=O)N1CC1	-0.2	-9	-5	1	-1	-0.2	3	-6	-2	-5
Cc1cc(N2CCN(C)CC2)nc2ccccc12	-0.4	-4	1	-1	3	1.5	0	-3	6	-2
COc1ccc2c(c1OC)C(=O)OC2C1c2cc3c(cc2CCN1C)OCO3 (centres undefined)	1.8	5	3	2	-17	-1.0	9	1	0	-3
COC(=O)C1=C(c2ccc(C(C)=O)cc2)C[C@@H]2CC[C@H]1N2C(=O)N1CCOCC1	0.0	-10	2	-3	-5	-1.4	22	-5	-3	-1
Cc1cccc(-n2c(C)nc3ccccc3c2=O)c1C	-0.5	7	-2	0	-6	-0.9	1	-2	-2	-2
CCOC(=O)c1c(NC(NC(=O)CF)C(Cl)(Cl)Cl)sc2c1CCCC2 (centres undefined)	-1.3	0	-3	/	-8	0.6	11	-2	1	/
CCOC(=O)C1=C(C)OC(N)=C(C(=O)OCC)C12C(=O)Nc1ccc(Br)cc12 (centres undefined)	0.5	-2	-10	/	5	-1.4	-15	-5	-1	-12
O=P(OCC(F)(F)C(F)F)(N1CCOCC1)N1CCOCC1	-1.6	-3	0	/	3	0.2	5	-4	-3	0
CC(C)N1CCN(Cc2cccc3c2OCO3)CC1CCO (centres undefined)	-2.0	-1	0	-4	-1	-1.6	13	-4	-1	-1
COc1ccc(-n2c(/C=C3\C(=O)Nc4ccccc43)nc3ccccc3c2=O)cc1	-0.8	-6	-10	-1	-1	0.7	1	5	-3	/
CC1CC(C)CC(C)C(O)C(C#N)=CC=CCC(C2CCCC2C(=O)O)OC(=O)CC(O)C(C)C1 (centres undefined)	-0.2	14	-5	-9	1	-0.4	/	-3	4	-7
COC(=O)C1=C(c2ccc(F)cc2OCc2ccccc2)C[C@@H]2CC[C@H]1N2C(=O)NCc1cc(C)oc1C(F)(F)F	-0.4	-7	-6	/	6	0.5	/	-3	5	2
Cc1cccc([N+](=O)[O-])c1	-0.5	3	0	2	9	0.7	4	i	0	2
Cc1cc(OCC(=O)OC(C)C)c2c3c(c(=O)oc2c1)CCCC3	-1.2	-2	-2	/	9	-0.2	6	0	-6	-5
O=P(Oc1ccccc1)(Oc1ccccc1)C(O)c1ccccc1 (centres undefined)	-0.1	7	-2	0	-2	-0.4	5	-2	-4	1
CCOc1cc2c(cc1OCC)-n1cccc1C(c1ccc(C(C)C)cc1)NC2 (centres undefined)	/	17	24*	-5	1	-5.8	-11	-3	-1	-5
CCCOC(=O)C1C2c3ccccc3C(c3ccccc32)C1C(=O)O (centres undefined)	-2.6	-2	0	-1	3	-0.5	3	2	-2	-2
O=[N+]([O-])c1ccc(Nc2ccccc2)cc1	-1.4	6	-4	1	9	4.1	16	-1	-4	-3
Cn1ccnc1P(=S)(c1nccn1C)c1nccn1C	-2.7	-2	-2	-1	/	3.7	1	-1	4	-3
Cc1ccccc1-c1nc2ccccc2c(=O)n1C	-0.4	-1	-12	-2	0	-1.2	-5	0	-4	-3
COc1ccc(-n2c(O)c(/C(C)=N/Nc3ccccc3)c(=O)[nH]c2=O)cc1	-0.7	6	-9	2	4	-2.7	-4	12	-7	/
COc1ccccc1-n1c(CNCC2CCCO2)nc2ccccc2c1=O (centres undefined)	-0.4	0	1	0	4	0.4	6	-4	5	-3
Cc1ccsc1C(=O)C1CCCN(CCO)C1 (centres undefined)	-0.2	1	-4	-14	-2	-1.7	5	13	-1	2
O=C(CN1CCN(C(=O)COc2cccc(F)c2)CC1)Nc1ccc(Cl)c(C(F)(F)F)c1	-0.8	2	-22	-3	1	-0.5	15	7	2	/
c1cc2c(cc1N1CCCCC1)C1CC2CCN1 (centres undefined)	1.4	3	-2	-1	-2	0.9	10	-8	-1	-5
O=S(=O)(c1ccc(Cl)cc1Cl)N1CCCC1c1cccnc1 (centres undefined)	0.1	1	1	6	2	0.4	/	-5	-2	-1
Clc1ccc(C(c2ccc(Cl)cc2)n2cc[n+](CC(OCc3ccc(Cl)cc3Cl)c3ccc(Cl)cc3Cl)c2)cc1 (centres undefined)	-2.2	15	-362	-23	1	-1.3	-103	10	0	2
Cc1cc(C(=O)N2CCC3(CC2)OCCO3)no1	-1.0	23	-2	1	8	-0.5	4	-4	0	-2
O=C(CN1CCN(Cc2cccc(Cl)c2)C1=O)N1CCC2(CC1)OCCO2	/	-1	5	-3	-4	1.0	4	3	-4	6
Cc1ccc(C(O)P(=O)(Oc2ccccc2)Oc2ccccc2)cc1 (centres undefined)	-1.4	3	-3	-1	-20	-0.8	-6	5	3	3
C=C(c1ccccc1)P(=O)(O)O	-1.0	-4	3	-1	-8	0.3	-2	4	-3	-1
CCOc1c(Cl)cc(CNC(C)C(O)c2ccccc2)cc1OC (centres undefined)	-3.6	4	-7	6	1	-2.7	9	-3	-8	2
N=Cc1c(O)n(-c2ccccc2)c(=O)n(-c2ccccc2)c1=O	-0.2	-1	1	1	-4	1.3	-8	-9	-2	7
CCOC(=O)c1c(C)n(COCCO)c2ccc(O)cc12	-2.8	0	-3	/	19	1.8	-9	-1	1	/
COc1cccc(C(=O)C2CCCN(Cc3ccc(F)cc3)C2)c1 (centres undefined)	0.4	10	0	-1	0	1.4	-14	7	2	2
C=CCOC(=O)C1=C(C)OC(N)=C(C(=O)OCC)C12C(=O)N(CC(N)=O)c1ccccc12 (centres undefined)	-0.5	-4	-8	/	9	4.6	-5	4	-2	-3
Cc1cc(OCC(=O)NC(Cc2ccc(Cl)cc2)C(=O)O)c2c3c(c(=O)oc2c1)CCC3 (centres undefined)	-0.7	7	-15	-1	6	-1.1	1	0	2	-5
Cn1cc(C(=O)N2CCCCC2)c2ccccc21	-0.3	1	7	-1	0	0.6	11	-1	-1	1
Nc1ncc(P(=S)(N2CCOCC2)N2CCOCC2)s1	-0.8	-3	3	-1	-2	0.9	1	-2	-2	8
CC1N=C(c2ccccc2)c2cc(Br)ccc2NC1=O (centres undefined)	0.9	2	-7	-1	0	0.7	1	2	7	-5

Screening data as filed in PubChem BioAssay.

Not all compounds are listed; rates above refer to the full screens.
